BAZ2B block: qHTS Assay for Inhibitors of BAZ2B | Potency, µM (highest dose often 114 µM), for the others: at the top dose activity change, negative = inhibition, actives largely listed as inhibitors | hit rate 4.4% among 360,000 | AlphaScreen BAZ2B-H3K14Ac peptide displacement | AID 504333, 2011 | Bromodomain adjacent to zinc finger domain protein 2B (Homo sapiens), Q9UIF8; also: potency is read from the fitted curve at half-maximal effect; % is scaled to controls: 0 for no effect and ±100 for the full control effect; nearly all actives have a fitted effect of over 60% in size
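BAZ2B 50 nM plus b-H3(5-23)K14Ac 50 nM, PBS pH 7.4/0.01% Tween-20, 30 min RT; compound added (max 110 uM), 30 min RT; streptavidin donor/Ni-chelate acceptor beads 10 ug/mL final, 20 min dark; AlphaScreen read.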
G9a block: qHTS Assay for Inhibitors of Histone Lysine Methyltransferase G9a. G9a H3K9 monomethylation, AlphaScreen, 2 h. hit rate 8.8% among 350,000. Potency, µM (series often up to 102 µM), for the others: at the top dose activity, negative = inhibition, hits mostly inhibitors. Histone-lysine N-methyltransferase EHMT2 (Homo sapiens), Q96KQ7; also: potency is read from the fitted curve at half-maximal effect; % is scaled to controls: 0 for no effect and ±100 for the full control effect; nearly all actives have a fitted effect of over 75% in size
Target sequence (Q96KQ7 913-1193 limits assumed): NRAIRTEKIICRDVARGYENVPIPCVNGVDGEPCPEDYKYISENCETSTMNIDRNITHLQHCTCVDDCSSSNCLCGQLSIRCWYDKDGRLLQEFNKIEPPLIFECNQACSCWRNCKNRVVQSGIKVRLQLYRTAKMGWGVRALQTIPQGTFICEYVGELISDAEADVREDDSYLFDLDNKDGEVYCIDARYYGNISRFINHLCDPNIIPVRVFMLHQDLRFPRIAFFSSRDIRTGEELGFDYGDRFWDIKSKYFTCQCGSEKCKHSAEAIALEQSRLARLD
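Compounds were preincubated with 20 nM G9a for 15 min, after which biotinylated H3K9 peptide (500 nM) and SAM (20 uM) started a 2 h room-temperature reaction. Monomethylated product was quantified by antibody-based AlphaScreen chemiluminescence.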
Tb PGK inh: qHTS Assay to Find Inhibitors of Phosphoglycerate Kinase | PGK/GAPDH coupled, Kinase-Glo luminescence, 60 min | Potency, µM (series often up to 57.5 µM), inactives show top-dose activity change, negative = inhibition, hits mostly inhibitors | hit rate 0.043% among 380,000 | AID 602233, 2012; also: potency is read from the fitted curve at half-maximal effect; % is scaled to controls: 0 for no effect and ±100 for the full control effect; nearly all actives have a fitted effect of over 60% in size
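Recombinant glycosomal PGK reaction used 1,3-bisphosphoglycerate generated in-well by GAPDH (100nM final) in 100mM TEA pH 7.6, 5mM MgCl2, 0.01% Tween-20. After 60 minutes at room temperature, ATP was read by Kinase-Glo Plus luminescence end-point.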
PI4K2A block: qHTS for small molecular inhibitors of PI4K2A; Phosphatidylinositol 4-kinase type 2-alpha (Homo sapiens), Q9BTU6; purified PI4K2A, ADP-Glo luminescence, 1 h; hits give low values; activity change, negative = inhibition, % at 76.9 µM; hit rate 0.13% among 420,000; AID 1346378, 2018; in the data active = activity change below about -50%; inconclusive = mostly about -30% to -49%;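 also: -100% = wells without enzyme as full effect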
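PI4K2A activity was measured by ADP-Glo luminescence: enzyme (4 ug/mL stock) and phosphatidylinositol (1.2 mM stock) in Tris pH 7.5/MgCl2/EGTA/Triton X-100 buffer were reacted with ATP (300 microM stock) for one hour at ambient temperature.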
Pol eta inh: qHTS for Inhibitors of Polymerase Eta. DNA polymerase eta (Homo sapiens), Q9Y253. recombinant Pol eta, fluorescent DNA replication assay. Potency, µM (titrated, usually from 114 µM), without a hit: at the top dose activity change, negative = inhibition, actives largely listed as inhibitors. hit rate 1.2% among 390,000. AID 588591, 2011; also: potency is read from the fitted curve at half-maximal effect; % is scaled to controls: 0 for no effect and ±100 for the full control effect
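Pol eta (10 nM) was preincubated with compounds for 15 min at room temperature, after which fluorescent replication substrate (50 nM final) was added to start the reaction. Fluorescence was read kinetically at 0 and 10 min.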
GLS inhibitor: qHTS for Inhibitors of Glutaminase (GLS). Glutaminase kidney isoform, mitochondrial (Homo sapiens), O94925. Potency, µM (highest dose often 45.5 µM), for inactives: at the top dose activity change, negative = inhibition, actives largely listed as inhibitors. GLS enzymatic activity, qHTS titration. hit rate 0.21% among 410,000; also: potency is read from the fitted curve at half-maximal effect; % is scaled to controls: 0 for no effect and ±100 for the full control effect
Target sequence (O94925 whole entry, looked up, canonical isoform): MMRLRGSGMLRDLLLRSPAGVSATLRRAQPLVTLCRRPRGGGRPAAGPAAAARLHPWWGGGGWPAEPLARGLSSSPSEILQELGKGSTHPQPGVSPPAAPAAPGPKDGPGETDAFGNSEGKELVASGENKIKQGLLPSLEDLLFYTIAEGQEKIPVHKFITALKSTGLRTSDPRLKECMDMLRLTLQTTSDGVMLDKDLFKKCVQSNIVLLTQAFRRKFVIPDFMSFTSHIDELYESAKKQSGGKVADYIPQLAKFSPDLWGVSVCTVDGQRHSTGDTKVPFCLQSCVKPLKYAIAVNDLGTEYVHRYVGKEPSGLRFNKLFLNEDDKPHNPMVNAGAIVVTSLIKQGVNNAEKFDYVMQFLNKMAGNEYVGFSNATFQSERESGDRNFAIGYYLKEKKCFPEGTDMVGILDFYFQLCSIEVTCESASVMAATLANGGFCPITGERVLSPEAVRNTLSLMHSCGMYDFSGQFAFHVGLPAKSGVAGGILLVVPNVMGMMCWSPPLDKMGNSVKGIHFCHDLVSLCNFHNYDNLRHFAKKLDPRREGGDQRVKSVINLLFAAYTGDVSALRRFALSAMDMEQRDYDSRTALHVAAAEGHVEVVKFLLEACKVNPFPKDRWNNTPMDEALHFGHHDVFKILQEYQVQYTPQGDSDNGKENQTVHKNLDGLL
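Coupled fluorescence readout: glutamate oxidase/HRP/Amplex Red detect glutamate formed by hKGA from L-glutamine (1 mM solution added). Buffer 45 mM KH2PO4 pH 8.2, 0.02% Tween-20; reads at t0 and 30 min RT.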
JMJD2A Tudor inh: qHTS Assay for Inhibitors of JMJD2A-Tudor Domain. Lysine-specific demethylase 4A (Homo sapiens), O75164. AlphaScreen JMJD2A-Tudor / H3K4me3 peptide binding. Potency, µM (doses to about 114 µM), without a hit: top-dose activity change, negative = inhibition, usual class: inhibitors. hit rate 4.4% among 390,000; also: potency is read from the fitted curve at half-maximal effect; % is scaled to controls: 0 for no effect and ±100 for the full control effect; nearly all actives have a fitted effect of over 50% in size
Pin1 inh: qHTS Assay to Find Inhibitors of Pin1. Potency, µM (top dose mostly 115 µM), for the others: at the top dose activity, negative = inhibition, most hits filed as inhibitors. Pin1 FP peptide displacement, HiFluor488, 10 min. AID 504891, 2011. hit rate 0.009% among 390,000. Peptidyl-prolyl cis-trans isomerase NIMA-interacting 1 (Homo sapiens), Q13526; active = well fitted inhibition curve with a large enough effect in the polarisation, with a control signal flat, not every such curve was filed as active; inconclusive = small, poorly fitted or top-dose-only effect, or effect the other way, or a change in a side signal; inactive = no such curve, though single readings can be large or run the other way; the % refers to the polarisation; also: potency is read from the fitted curve at half-maximal effect; % is scaled to controls: 0 for no effect and ±100 for the full control effect
HP1b binding inh: HTS for Inhibitors of HP1-beta Chromodomain Interactions with Methylated Histone Tails; AlphaScreen HP1-beta / biotin-H3K9me3 peptide binding; Potency, µM (series often up to 114 µM), for inactives: at the highest dose activity change, negative = inhibition, most hits filed as inhibitors; Chromobox protein homolog 1 (Homo sapiens), P83916; hit rate 0.56% among 390,000; also: potency is read from the fitted curve at half-maximal effect; nearly all actives have a fitted effect of over 70% in size; inactives centre near 23
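HP1-beta protein (50 nM final) preincubated 30 min at room temperature with biotinylated H3(1-18)K9me3 peptide (50 nM) in PBS pH 7.4, 0.01% Tween-20, then compound added for 30 min. AlphaScreen streptavidin donor/nickel chelate acceptor beads (10 ug/mL final), 30 min dark, luminescence read.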
* = called active by the depositor; i = inactive; ? = inconclusive; / = no result given; [ ] = another dose, or the depositor's remark. Unless noted, calls follow the shape of the dose curve; as a rule, active = well fitted curve in the direction sought with a large enough effect; inconclusive = small, poorly fitted or top-dose-only effect, or another doubt; inactive = no such curve, though single readings can be large; an effect the other way counts as inactive or inconclusive. Only part of the results is shown (hit frequency here may not be typical).

SMILES	BAZ2B block	G9a block	Tb PGK inh	PI4K2A block	Pol eta inh	GLS inhibitor	JMJD2A Tudor inh	Pin1 inh	HP1b binding inh
Cc1nc(NC(=O)C2CC2)sc1C(=O)NC1CCCCC1	-0.5%	9.2%	9.1%	-1.4	-15.4%	3.5%	4.8%	5.6%	43.3%[activator]
COC(=O)C(=C/C=C/c1cccnc1)C(=O)OC	-7.1%	/	-1.5%	1.4	13.3%	-7.0%	-3.5%	-8.6%	7.5%
Cc1onc(-c2ccccc2)c1C(=O)OCC(=O)N(C)c1c(N)n(Cc2ccccc2)c(=O)[nH]c1=O	1.1%	?	-1.4%	-0.3	-10.9%	-10.2%	0.7%	3.1%	25.7%
CCn1c(C(=O)NCc2ccccc2Cl)cc2sc(Cl)cc21	-1.4%	10.4%[59 µM]	/	2.3	/	2.0%	10.2%	15.5%	47.6%[activator]
COc1ccc(OCC(O)CN2CCC(CN3C(=O)c4cccc5cccc(c45)C3=O)CC2)cc1 (stereo not given)	-11.2%	-4.9%[0.0925 µM]	5.3%	1.7	-3.4%	19.2%	?	-2.3%	-7.0%
CCCCc1nn2c(=O)cc(COC(=O)CNC(=O)COc3ccc(C)cc3)nc2s1	-2.1%	15.9%[59 µM]	3.1%	-0.2	-1.8%	9.3%	-7.0%	4.4%	23.5%
Cc1ccc[n+](C(C)C(=O)c2ccc(Cl)cc2)c1 (stereo not given)	-1.4%	-2.1%	-1.2%	-1.8	-5.7%	-5.4%	-7.6%	1.8%	54.6%[activator]
Nc1nonc1-n1nnc(C(=O)c2ccccc2)c1-c1ccccc1	-2.0%	18.2%[12.7 µM]	-6.4%	7.4	-18.3%	3.2%	-4.5%	4.8%	17.3%
O=C(NC1(O)C(=O)c2ccccc2C1=O)c1c(Cl)cccc1Cl	-18.5%	56.2µM*	-14.9%	?	44.7µM*	-9.7%	-4.8%	-0.9%	12.1%
Cc1noc(C)c1CSc1nc2ccccc2nc1NS(=O)(=O)c1ccc(Cl)cc1	/	?	3.7%	-20.8	79.4µM*	3.4%	1.5%[11.4 µM]	-16.4%	-30.7%
O=C(CCc1ccc(S(=O)(=O)NCCc2ccccc2)cc1)Nc1ccc2c(c1)OCCO2	-5.4%	12.1%[59 µM]	i	-0.6	-21.3%	-3.0%	-20.0%	79.3%[activator]	14.3%
CCN(CC)CCOc1ccc2c(c1)C(=NO)c1cc(OCCN(CC)CC)ccc1-2	8.4%[57.1 µM]	?	-9.7%	0.2	?	60.2%[activator]	-27.0%	11.2%	-7.2%
CCN(C(=O)c1cc(S(=O)(=O)N2CCc3ccccc32)cn1C)c1ccccc1	3.8%	-7.0%	-1.1%	0.4	-16.6%	1.1%	-12.7%	-4.8%	29.7%
CCn1c(SCC(=O)Nc2cc(C)on2)nnc1-c1ccc(S(=O)(=O)N2CCN(C)CC2)cc1	1.6%	?	-8.5%	-2.2	-5.6%	1.9%	0.0%	-8.8%	-2.3%
COc1ccc(CC(=O)NNS(=O)(=O)c2cccc([N+](=O)[O-])c2)cc1OC	-0.4%	-1.3%[59 µM]	2.2%	4.2	-11.0%	-9.2%	2.3%	-13.5%	14.0%
CN1CCN(NC(=O)c2cccc(S(=O)(=O)N3CCCCCC3)c2)CC1	-0.4%	?	i	-0.9	-12.7%	7.0%	-3.2%	-4.4%	46.9%[activator]
CC1=NN(S(=O)(=O)c2ccc(F)cc2)C(=O)c2ccccc2O1	-22.1%	-3.6%[12.7 µM]	-3.0%	2.7	-14.0%	0.7%	-0.3%	6.0%	52.1%[activator]
COc1ccc(C(=O)CN2C(=O)NC(C)(c3ccccc3)C2=O)cc1OC (stereo not given)	2.3%	/	-15.9%	8.5	-2.8%	-3.8%	-15.2%	-2.3%	25.7%
O=C1NN(c2ccccc2)C(=O)/C1=C/c1ccc(-c2ccc(C(=O)O)cc2)o1	50.1µM*	/	-17.7%	0.3	7.08µM*	11.2µM*	56.2µM*	?	?
CC(=O)c1cccc(NC(=O)CCc2nnc3ccc(N4CCN(C)CC4)nn23)c1	-3.0%	-17.4%	-3.8%	6.7	-20.6%	-0.6%	-18.3%	0.6%	18.1%
O=C(O)CCCCCCCCc1cn(Cc2ccc(C(=O)c3ccccc3)cc2)nn1	-5.3%	-9.4%	-8.5%	-2.1	-1.1%	5.7%	-23.4%	-6.7%	24.1%
O=C(c1cccc([N+](=O)[O-])c1)N1CCCN(C(=O)c2cccc([N+](=O)[O-])c2)CC1	5.5%	4.8%[59 µM]	i	-3.5	-18.4%	-15.9%	4.5%	2.6%	41.3%[activator]
O=C(NN=C1C2CC3CC(C2)CC1C3)c1cccs1	-3.1%	-46.4%[59 µM]	/	-3.5	-14.7%	22.0%	-12.8%	-7.5%	11.2%
CCOC(=O)[C@H]1[C@H]2COc3ccc(Cl)cc3[C@@H]2N2C(=O)CN(Cc3ccc(OC)cc3)C(=O)[C@@]12C	1.8%	-0.7%[0.501 µM]	-8.5%	-1.7	-5.8%	-2.9%	-20.0%	11.8%	34.5%
COc1ccc(Cc2nnc(SCC(=O)NC(C)c3ccccc3)o2)cc1 (stereo not given)	/	1.9%[59 µM]	-5.8%	-0.5	1.2%	6.2%	-14.8%	2.3%	20.7%

Remaining list, next part.
SMILES	BAZ2B block	G9a block	Tb PGK inh	PI4K2A block	Pol eta inh	GLS inhibitor	JMJD2A Tudor inh	Pin1 inh	HP1b binding inh
COc1ccc(C(=O)NCC(c2ccc3c(c2)OCO3)N2CCN(C)CC2)cc1OC (stereo not given)	39.1%[activator]	12.0%[59 µM]	-8.4%	-1.1	-20.8%	2.1%	-0.3%	1.6%	55.1%[activator][57 µM]
CCOC(=O)NC(Nc1sc2c(c1C(=O)OC)CCN(C)C2)(C(F)(F)F)C(F)(F)F	-4.3%	-11.0%	-0.3%	-6.2	-7.7%	7.0%	-21.5%	-3.0%	18.9%
CCOc1ccc(OCCC(=O)OCC(=O)c2c(N)n(C)c(=O)n(C)c2=O)cc1	-38.5%	?	-3.8%	-2.0	-5.4%	5.9%	-4.8%	2.3%	13.9%
Cc1cc(NS(=O)(=O)c2ccc(NC(=O)CCCOc3ccccc3C)cc2)no1	-15.7%	1.3%	-0.2%	-5.4	-19.1%	0.7%	-2.0%	0.7%	40.5%[activator]
C=C(C)C(=O)Nc1cccc(C2=NOC3(C2)C[C@@H](C(N)=O)N(C(=O)[C@H]2CCC(=O)N2)C3)c1 (stereo not given in full)	?	-12.0%[12.7 µM]	-28.9%	-19.9	0.6%	4.1%	?	4.8%	0.9%
CCOc1ccc(NC(=O)N2CCCC2C(=O)NCc2ccco2)cc1 (stereo not given)	2.5%	12.7%	2.7%	0.5	-19.2%	25.3%	8.1%	-4.3%	26.6%
Cc1ccc(C2(C)NC(=O)N(CC(=O)NNC(=O)c3ccoc3C)C2=O)cc1 (stereo not given)	5.0%	0.5%	-8.5%	4.0	-3.0%	2.4%	-4.8%	-0.7%	7.6%
Cc1ccc(NNC(=O)c2c(F)cccc2Cl)cc1C	-11.4%	/	0.3%	0.7	9.4%	5.4%	-19.6%	4.2%	-21.9%
COc1ccc(C(=O)C2CCCN(C(=O)c3cccc(Cl)c3F)C2)cc1OC (stereo not given)	-15.5%	4.6%[0.0925 µM]	-0.7%	2.1	?	-4.6%	-13.1%	2.6%	21.3%
COc1ccc(-c2coc3cc4oc(=O)c5ccccc5c4cc23)cc1F	-8.6%	29.1%[59 µM]	2.3%	2.3	-4.0%	7.2%	-2.8%	0.1%	24.1%
O=C(Cn1cc(S(=O)(=O)Cc2cccc(Cl)c2)c2ccccc21)NCCc1ccccc1	-4.0%	2.5%[59 µM]	7.9%	-1.7	-9.3%	-12.3%	-5.3%	-9.3%	17.6%
Nc1nonc1-n1nnc(C(=O)O)c1-c1cccs1	-25.3%	?	-2.5%	1.4	-8.9%	-3.9%	4.7%[57.1 µM]	-2.9%	33.8%
COc1ccc(S(=O)(=O)N(C)c2ccc(C(=O)N3CCOCC3)cc2)cc1	-2.6%	16.2%[59 µM]	i	1.9	-15.9%	4.0%	-7.0%	-6.1%	21.7%
COc1ccccc1/C=C1/SC(=O)N(CCC(=O)Nc2ccc(S(=O)(=O)Nc3nccs3)cc2)C1=O	?	-21.1%[59 µM]	i	-2.2	20µM*	-6.2%	?	?	-21.3%
O=C(NCCNc1nccc(C(F)(F)F)n1)c1cccs1	3.9%	3.5%[59 µM]	-9.7%	-0.2	-4.9%	-3.2%	-12.5%	?	31.2%
C=C(C)CNC(=O)c1ccc(OC2CCN(C(=O)COC)CC2)cc1	/	/	i	-1.2	-2.6%	-1.2%	2.9%	-3.0%	39.7%[activator]

Screening data as filed in PubChem.
